Screening data (PubChem BioAssay)
STEP inh: STEP phosphatase inhibitors, primary screen, biochemical, fluorescence intensity, uHTS; Tyrosine-protein phosphatase non-receptor type 5 (Homo sapiens), P54829; recombinant STEP, OMFP fluorogenic substrate; inhibition, % at 20 µM; 360,000 tested, 0.25% active; AID 588621, 2011;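 active = inhibition at 20 µM, scaled per plate between control wells, above about 37%, limit read from the data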;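 also: 0% = DMSO with enzyme and substrate and 100% = substrate only without enzyme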
Target sequence (P54829 whole entry, looked up): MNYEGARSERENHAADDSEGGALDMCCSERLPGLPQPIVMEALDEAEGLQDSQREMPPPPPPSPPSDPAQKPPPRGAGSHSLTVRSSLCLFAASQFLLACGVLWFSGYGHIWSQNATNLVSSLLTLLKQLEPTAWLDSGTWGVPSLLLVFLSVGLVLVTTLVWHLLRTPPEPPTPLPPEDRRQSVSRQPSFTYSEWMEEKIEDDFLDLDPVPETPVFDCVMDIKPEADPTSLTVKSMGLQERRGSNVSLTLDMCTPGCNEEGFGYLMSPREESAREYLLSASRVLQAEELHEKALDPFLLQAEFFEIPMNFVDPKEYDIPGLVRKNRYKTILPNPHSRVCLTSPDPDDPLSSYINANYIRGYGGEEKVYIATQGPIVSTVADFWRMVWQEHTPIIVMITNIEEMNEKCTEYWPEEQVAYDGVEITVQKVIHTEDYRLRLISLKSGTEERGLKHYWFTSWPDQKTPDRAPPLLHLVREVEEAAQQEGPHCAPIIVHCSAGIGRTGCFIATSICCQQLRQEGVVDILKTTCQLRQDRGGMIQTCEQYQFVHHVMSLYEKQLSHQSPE
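Test system: STEP tyrosine phosphatase / Reagent: OMFP at 25 µM / Doses: 20 µM, 1% DMSO / Read-out: percent inhibition scaled to no-enzyme and uninhibited-enzyme controls, plate-pattern corrected / Detection: FITC-channel fluorescence of OMFP product / Medium: Bis-Tris buffer pH 6.0, 2.5 mM DTT, 0.005% Tween 20 / Schedule: 20 min at room temperature, dark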
NadD block: inhibitors of S. aureus NadD, primary screen, biochemical, colorimetric, uHTS. Nicotinate-nucleotide adenylyltransferase NadD (Staphylococcus aureus N315). purified NadD enzyme, colorimetric absorbance read-out. inhibition, % at 20 µM. 360,000 tested, 0.78% active. AID 602399, 2012; in the data active = inhibition above about 26%; also: some compounds past the cut are filed as inactive
MsrA inhibitor: bovine MsrA enzyme inhibitors, primary screen, biochemical, absorbance, HTS. Methionine sulfoxide reductase A (Bos taurus). purified bovine MsrA, absorbance read-out. inhibition, % at 15.5 µM. 360,000 tested, 0.75% active; in the data active = inhibition above about 4.5%;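 also: 0% = vehicle wells with enzyme and 100% = reference inhibitor wells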
CSN deneddyl inh: inhibitors of CSN-mediated cullin deneddylation, primary screen, biochemical, fluorescence polarization, uHTS; Purified CSN, SCF-Nedd8-OG deneddylation; inhibition, % at 12.5 µM; 360,000 tested, 0.38% active; AID 651999, 2013;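 active = pattern-corrected inhibition above about 35%, with an unprinted fluorescence ratio check between 0.5 and 1.5, limit read from the data, passing the limit was not always enough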;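 also: 0% = enzyme with substrate and 100% = substrate without enzyme; some results filed as inactive read as strong as hits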
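Assay system: purified human Csn5 enzyme expressed in HEK293T cells; Input: 0.24 nM Csn5 enzyme, final concentration; Reagent: 10 nM SCFSkp2-Nedd8OG; Compound dosing: 12.5 µM single point; Times: reaction 90 min, room temperature; Technique: fluorescence polarization readout.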
Scp1 inh: Scp-1 phosphatase inhibitors, primary screen, biochemical, colorimetric, uHTS | Carboxy-terminal domain RNA polymerase II polypeptide A small phosphatase 1 (Homo … | Recombinant Scp1, phosphopeptide, malachite green phosphate absorbance | inhibition, % at 20 µM | 340,000 tested, 0.88% active;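 active = inhibition above about 50% at 20 µM, limit read from the data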;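 also: plate controls were DMSO wells with enzyme for no effect and wells lacking enzyme for full effect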
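assay system = SCP-1 phosphatase catalytic domain, residues 76-261 | buffer or medium = 50 mM Tris acetate pH 5.5, 0.005% Tween-20, 10 mM MgCl2 | incubation = enzyme reaction 45 min at room temperature, colour 5 min, stabilisation 30 min | signal = Phosphate-binding colour reagent, absorbance read at 630 nm | measure = % inhibition at 20 µM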
DNMT1 block: human DNMT1 methyltransferase inhibitors, primary screen, biochemical, molecular beacon, fluorescence, HinP1I cleavage, uHTS; DNA (cytosine-5)-methyltransferase 1 (Homo sapiens), P26358; inhibition (reported as % activation of signal), % at 10 µM; AID 588458, 2011; 360,000 tested, 0.83% active; in the data active = inhibition above about 50%
TbMetRS inhib: T. brucei MetRS inhibitors, primary screen, biochemical, luminescence. methionyl-tRNA synthetase (Trypanosoma brucei brucei). purified T. brucei MetRS, ATP depletion, Kinase-Glo luminescence. inhibition, % at 11.9 µM. 360,000 tested, 0.4% active. AID 624268, 2012;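 active = inhibition above a per-plate cutoff of the control wells' mean inhibition plus 3 SD, cut at about 5.5% in these data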;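 also: 0% = DMSO wells median and 100% = median of wells with control inhibitor compound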
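Dosing: 11.9 µM compound single dose, 0.9% DMSO; Assay system: purified T. brucei MetRS enzyme; Measured by: Kinase-Glo luciferase luminescence reporting remaining unconsumed ATP; Schedule: 15 min plus 2 h at 25 °C.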
Rpn11 block: Rpn11 (PSMD14) deubiquitinase inhibitors, primary screen, biochemical, fluorescence polarization, uHTS. AID 588493, 2011. 360,000 tested, 0.59% active. human 26S proteasome, Ub4-pepOG fluorescence polarization; 20S core pre-blocked with epoxomicin. calls only at 20 µM;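 active = inhibition at 20 µM, scaled to each plate's controls, above about 33%, limit read from the data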
Target sequence (O00487 whole entry, looked up): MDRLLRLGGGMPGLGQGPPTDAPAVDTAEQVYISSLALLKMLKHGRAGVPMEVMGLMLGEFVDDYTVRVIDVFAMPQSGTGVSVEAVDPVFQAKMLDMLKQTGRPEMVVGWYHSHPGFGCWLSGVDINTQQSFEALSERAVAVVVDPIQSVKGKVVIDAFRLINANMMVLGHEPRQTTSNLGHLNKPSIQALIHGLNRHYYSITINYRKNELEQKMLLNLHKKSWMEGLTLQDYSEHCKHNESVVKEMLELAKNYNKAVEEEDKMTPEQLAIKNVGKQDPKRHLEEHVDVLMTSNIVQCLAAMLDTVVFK
LMPTP inh: LMPTP phosphatase inhibitors, primary screen, biochemical, fluorescence intensity, uHTS. inhibition, % at 20 µM. recombinant LMPTP-A, OMFP fluorogenic substrate. 360,000 tested, 0.22% active. AID 651560, 2012. Low molecular weight phosphotyrosine protein phosphatase (Homo sapiens), P24666;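 active = compounds that cut the enzyme signal by at least half of the control window in the single-dose screen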;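 also: plate controls were DMSO wells with enzyme plus substrate for no effect and substrate without enzyme for full effect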
Target sequence (P24666 whole entry, looked up): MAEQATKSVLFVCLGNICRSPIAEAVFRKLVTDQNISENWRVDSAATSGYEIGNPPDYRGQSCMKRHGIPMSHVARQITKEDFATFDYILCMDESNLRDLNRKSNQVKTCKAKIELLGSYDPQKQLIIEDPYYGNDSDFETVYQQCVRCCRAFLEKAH
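Assay system: LMPTP-A enzyme. Input: 0.625 nM LMPTP-A final. Probe or stimulus: 400 µM OMFP. Compound dosing: single 20 µM dose. Schedule: 50 min dark incubation at room temperature. Detection: fluorescence intensity of OMFP turnover product. Read-out: percent inhibition versus substrate-only and uninhibited controls. Benchmarks: no-enzyme low control, uninhibited high control.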
SUMO1-SIM PPI: modulators of SUMO1 protein-protein interactions, primary screen, biochemical, uHTS. Small ubiquitin-related modifier 1 (Homo sapiens), P63165. SUMO1 binding to a labelled peptide, TR-FRET, 1 h. inhibition, % at 20 µM. 360,000 tested, 0.33% active. AID 602429, 2012; in the data active = inhibition above about 37%
* hit, by the source's call; i = inactive; x = not tested or not shown.

The line under a structure holds: STEP inh	NadD block	MsrA inhibitor	CSN deneddyl inh	Scp1 inh	DNMT1 block	TbMetRS inhib	Rpn11 block	LMPTP inh	SUMO1-SIM PPI
- O=c1cc(Cc2nnc(SCc3ccccc3)n2-c2ccc(Cl)cc2)[nH]c(=O)[nH]1
→ 0.6	-0.1	-0.9	3.5	-4.0	2.6	-0.4	i	-0.4	-1.8
- CN(C)c1ccc(C=NNC(=O)c2cccnc2)cc1
→ -2.0	-3.7	2.9	-1.7	-7.6	5.4	-0.4	i	0.6	-20.2
- O=C(COC(=O)c1ccccc1C(=O)N1CCN(c2ccccc2)CC1)Nc1ccc(F)cc1
→ -2.3	-6.2	-1.3	-1.8	-10.4	0.4	-0.5	i	1.5	-0.6
- CCOc1ccc(NC(=O)CCc2c(C)noc2C)cc1OC
→ -4.1	3.0	-0.4	-1.9	-2.8	2.2	-0.1	i	-1.2	1.7
- COc1ccccc1-c1nnc2sc(C3CCCCC3)nn12
→ 0.1	7.0	-1.2	-0.7	8.9	-0.1	0.2	i	-0.3	1.0
- CCOc1ccc(NC(=O)C(NC(=O)C2CCC(C)CC2)C(C)C)cc1 (configuration not stated)
→ 0.2	-1.5	1.3	-4.5	-0.8	4.6	0.2	i	-2.3	0.5
- O=C(NCc1ccccc1)C1=C[C@H](c2csc3ccccc23)C[C@H](OCc2ccc(CO)cc2)O1
→ 1.2	1.8	-0.9	1.7	-4.4	-16.5	-0.2	i	6.9	2.1
- CCOc1ccccc1Nc1nnc(SC(C)C(=O)Nc2nc(-c3ccccc3)cs2)s1 (configuration not stated)
→ -2.2	19.3	1.5	8.5	-7.3	1.3	-0.4	i	1.5	-0.2
- CCN(CC)S(=O)(=O)c1ccc(N2CCOCC2)c(NC(=O)c2ccc3c(c2)OCCO3)c1
→ -0.1	-0.3	-0.7	-1.1	-11.4	-2.3	-0.3	i	0.9	0.4
- CC(Oc1cccc(Br)c1)C(=O)NNC(=O)CCS(=O)(=O)c1ccccc1 (configuration not stated)
→ -4.0	0.1	-0.9	-1.6	-6.5	-0.3	-0.3	i	-1.0	4.4
- O=C(O)C1CCC(N2C(=O)C3C4CCC(C4)C3C2=O)CC1 (configuration not stated)
→ 3.1	1.3	-0.9	2.8	8.3	-0.2	-0.7	i	-2.1	-1.5
- CCOC(=O)C1CCN(C(=O)C2(NC(=O)Nc3ccccc3C)CCCCC2)CC1
→ -1.5	2.3	0.1	7.0	1.8	4.3	0.1	i	-0.6	-1.2
- COc1ccc(CC(CC(=O)O)C(=O)NCc2ccccc2)cc1 (configuration not stated)
→ 0.3	-4.4	2.5	-6.6	0.6	-0.4	-0.3	i	-1.3	1.3
- CCOc1ccc(C(C)=O)cc1COC(=O)CNC(=O)c1cccs1
→ 1.1	7.2	1.6	-2.0	-7.6	3.0	-0.3	i	1.5	3.4
- c1coc(CNc2nc(-c3cccs3)cs2)c1
→ -1.7	1.6	0.0	5.8	-0.7	-15.3	-0.2	i	0.8	-6.1
- Cn1c2ccccc2c2cc(/C=C(\NC(=O)c3ccccc3)C(=O)O)ccc21
→ -0.7	1.2	3.3	-1.3	4.5	8.3	-0.6	i	-0.2	-0.2
- COCCn1c(C)cc(C(=O)COC(=O)c2ccc([N+](=O)[O-])o2)c1C
→ 1.5	-9.1	-0.8	-1.7	0.9	2.5	-0.3	i	0.2	-0.7
- O=C(CCn1c(=S)[nH]c2ccccc2c1=O)NCCc1ccccc1
→ 1.0	-8.3	0.1	-2.8	-1.3	1.1	-0.8	i	0.0	0.7
- CCc1nnc(NC(=O)c2ccc(C)o2)s1
→ -0.6	-0.2	0.7	-2.3	-3.6	2.1	0.2	i	-0.4	5.0
- CC1CN(C(=O)COC(=O)c2ccc(NC(=O)CC#N)cc2)CC(C)O1 (configuration not stated)
→ 1.2	-5.5	-0.5	0.0	-5.5	4.8	-0.6	i	-0.5	3.7
- CSc1ccc(NC(=O)/C=C/C(=O)O)cc1
→ -0.5	-1.7	0.9	5.3	2.3	-1.6	-1.6	i	-1.8	-2.4
- O=C(NCCN1CCOCC1)c1cc(-c2ccc(F)cc2)on1
→ -3.6	1.2	-0.5	0.4	3.1	6.8	-1.4	i	-1.2	4.1
- CC(C)[C@H](NC(=O)c1ccc(Cl)c([N+](=O)[O-])c1)C(=O)NCc1ccc(Cl)cc1Cl
→ 0.2	-3.0	1.7	-19.6	-7.8	-1.1	0.0	i	0.2	1.4
- Cc1nn(-c2ccccc2)c(N2CCCC2)c1/C=N/NC(=O)c1cc(-c2cccs2)nc2ccccc12
→ -2.0	23.9	3.1	1.0	0.5	-20.9	-0.3	i	1.5	2.9
- COc1ccc(C(=O)Nc2ccccc2C(=O)O)cc1NC(=O)C(c1ccccc1)c1ccccc1
→ 1.2	15.1	-1.4	3.8	-16.3	-4.7	-0.3	i	1.9	24.9
- Cc1ccc(Cl)cc1N1CCN(C(=O)C2(S(=O)(=O)c3ccc(Cl)cc3)CC2)CC1
→ -0.7	5.7	2.4	-0.5	-5.0	-10.3	-1.5	i	1.7	-1.1
- O=C(CNC(=O)N1CC(=O)Nc2ccccc21)Nc1cc(Cl)ccc1Cl
→ -0.3	2.7	0.4	0.9	-2.3	-6.0	-1.1	i	0.3	-1.2
- CCOC(=O)C1=C(N)OC2=C(C(=O)CC(C)(C)C2)C1C1CCCCC1 (configuration not stated)
→ 4.1	-7.5	0.2	4.8	-10.4	3.7	-0.7	i	1.4	-1.3
- CN1CCN(S(=O)(=O)c2ccc(NC(=S)NC(=O)c3ccc(Cl)cc3)cc2)CC1
→ 1.1	1.3	0.3	-6.2	-3.6	-15.1	-1.0	i	-2.0	11.5
- CC(C)C1Oc2ccccc2N(CC(=O)NC2CCCCC2)C1=O (configuration not stated)
→ -2.8	-1.6	0.1	-3.3	-2.0	2.3	0.0	i	-0.6	1.1

3 successive records out of the list so far, quoted:
The line under a structure holds: STEP inh	NadD block	MsrA inhibitor	CSN deneddyl inh	Scp1 inh	DNMT1 block	TbMetRS inhib	Rpn11 block	LMPTP inh	SUMO1-SIM PPI
- Cc1ccc(Cl)cc1N1CCN(C(=O)C2(S(=O)(=O)c3ccc(Cl)cc3)CC2)CC1
→ -0.7	5.7	2.4	-0.5	-5.0	-10.3	-1.5	i	1.7	-1.1
- O=C(CNC(=O)N1CC(=O)Nc2ccccc21)Nc1cc(Cl)ccc1Cl
→ -0.3	2.7	0.4	0.9	-2.3	-6.0	-1.1	i	0.3	-1.2
- CCOC(=O)C1=C(N)OC2=C(C(=O)CC(C)(C)C2)C1C1CCCCC1 (configuration not stated)
→ 4.1	-7.5	0.2	4.8	-10.4	3.7	-0.7	i	1.4	-1.3

The list continues.
The line under a structure holds: STEP inh	NadD block	MsrA inhibitor	CSN deneddyl inh	Scp1 inh	DNMT1 block	TbMetRS inhib	Rpn11 block	LMPTP inh	SUMO1-SIM PPI
- COc1ccc(C(=O)NC(=S)Nc2ccc(N3CCOCC3)cc2)cc1Cl
→ 2.9	4.7	-0.2	1.9	-3.0	-3.7	0.0	i	2.0	0.8
- CCn1cc(C(=O)O)c(=O)c2cc(F)c(N3CCN(S(=O)(=O)c4ccc(NC(C)=O)cc4)CC3)cc21
→ 0.6	6.3	-0.2	-6.2	-3.9	2.2	0.6	i	37.4	2.1
- CC(=O)N(Cc1cccnc1)c1cccc(-c2nc3ccccc3s2)c1
→ 7.5	-3.8	1.1	0.0	-2.9	1.1	-0.9	i	-1.6	0.1
- O=C(O)COc1ccc(Br)cc1CP(=O)(c1ccccc1)c1ccccc1
→ 1.5	-4.3	-0.2	-0.2	-2.5	0.5	0.4	i	-1.5	4.5
- COCCNC(=S)N1CCCC(CO)C1 (configuration not stated)
→ -0.2	-5.1	-0.1	-7.7	-1.9	1.0	-0.6	i	-1.0	-0.8
- COc1ccc(NC(=O)c2cc(-c3cc(F)ccc3OC)n[nH]2)c(OC)c1
→ 0.1	-3.1	-1.4	0.8	x	0.2	-0.1	i	1.9	2.3
- C[C@@H](C(=O)Nc1nc(-c2ccccn2)cs1)N1C(=O)C2CCCCC2C1=O (some centres not stated)
→ 34.0	9.7	0.4	11.6	46.0	7.5	-0.8	i	3.0	12.7
- O=S(=O)(c1c(F)cccc1F)N1CCCC2CCCCC21 (configuration not stated)
→ -2.6	-5.7	0.6	4.0	-3.9	0.8	0.0	i	0.5	5.7
- CN(C)c1ccc(CN(C(=O)c2cc3ccccc3oc2=O)C2CCS(=O)(=O)C2)cc1 (configuration not stated)
→ -1.3	0.5	0.4	-0.6	-4.7	-0.4	-0.4	i	-0.2	-11.1
- Cc1nn(-c2ccccc2)c(N)c1C(c1ccccc1)c1c(C)nn(-c2ccccc2)c1N
→ 0.6	2.1	-0.7	2.3	-4.6	-6.3	-0.7	i	0.2	2.8
- CC(=O)Nc1ccc(S(=O)(=O)N(C)c2ccccc2)cc1
→ -1.5	0.4	0.6	2.6	-4.4	-3.2	0.3	i	-0.5	-2.2
- Cn1ccn(CCCCCCn2ccn(C)c2=S)c1=S
→ 1.3	-0.7	0.2	3.8	x	4.0	-0.1	i	-0.2	-0.3
- O=C(Nc1ccc2c(c1)OCO2)[C@@H]1CCCN1S(=O)(=O)c1cccc2cccnc12
→ -1.5	-0.8	-0.4	-2.0	-0.2	3.5	-0.2	i	-0.9	2.3
- CCC(=O)NC(=S)Nc1ccc(NC(=O)c2ccccc2[N+](=O)[O-])cc1
→ -0.2	-6.2	-0.6	-22.2	-2.3	-9.4	-0.7	i	-0.7	-21.3
- CCN(CC)CCn1c(NCc2ccc(OC)cc2)nc2ccccc21
→ -1.4	-5.7	-0.6	4.7	10.9	3.5	-0.5	i	2.7	8.2
- NC(=O)[C@@H]1CCCN1Cc1nc(-c2cccs2)no1
→ -1.3	-9.1	0.6	0.5	-5.2	-1.1	-0.5	i	-1.8	1.2
